K1F lysis inhibition: protection from phage-mediated lysis, alamar blue read-out – E. coli UTI89, K1F phage, bacterial capsule biogenesis inhibitors (AID 488966); 340,000 compounds, 0.02% hits; E. coli UTI89 K1F phage lysis, alamar blue, 2 h; higher % means a stronger effect; inhibition, % at 100 µM, or IC50 in µM where a hit was titrated;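 active means phage lysis inhibition, versus mean bacterial control, above a set limit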;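 further: capsule biogenesis inhibitors block K1F phage lysis so surviving cells raise fluorescence; higher fluorescence means more inhibition of phage lysis; actives were called in the ten point dose series up to 300 µM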
NTR1 ag: NTR1-driven beta-arrestin-GFP spot formation – imaging, U2OS cells, high content, primary screen (AID 493036) | activation, % at 20 µM | 330,000 compounds, 0.17% hits | agonist mode | P30989;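 active means activation at or above 40% of the spot to cytoplasm intensity ratio, with at least 20 cells analyzed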;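 further: 0% = DMSO without peptide and 100% = 100 nM NTR1 peptide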
Target sequence (P30989 whole entry, looked up): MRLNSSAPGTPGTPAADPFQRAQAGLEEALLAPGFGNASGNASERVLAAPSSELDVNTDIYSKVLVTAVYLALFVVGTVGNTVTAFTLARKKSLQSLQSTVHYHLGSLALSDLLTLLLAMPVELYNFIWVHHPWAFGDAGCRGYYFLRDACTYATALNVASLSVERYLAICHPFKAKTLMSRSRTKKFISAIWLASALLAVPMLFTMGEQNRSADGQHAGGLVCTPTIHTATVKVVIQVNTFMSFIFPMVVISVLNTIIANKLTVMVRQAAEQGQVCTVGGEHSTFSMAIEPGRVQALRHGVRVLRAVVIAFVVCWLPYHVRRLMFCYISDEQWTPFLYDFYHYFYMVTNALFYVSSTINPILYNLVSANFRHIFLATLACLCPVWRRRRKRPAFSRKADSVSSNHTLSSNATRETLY
NTR1 ag cell count 20 µM: second read-out of NTR1 ag, no call of its own (marks repeat the call); cell count; measured here: cell count, cytotoxicity flag
* = called active by the depositor; . = not tested or not shown. These rows are one share of the data (hit frequency here may not be typical).

SMILES	K1F lysis inhibition	NTR1 ag	NTR1 ag cell count 20 µM
COc1ccc(C2(CNC(=O)c3cc(OC)c(OC)c(OC)c3)CCCC2)cc1OC	1.8%	.	.
COc1cc2c(cc1OC)CN(C1CCC(C(C)(C)C)CC1)CC2 (configuration not stated)	-0.5%	.	.
CN1C(=O)NC(c2ccccc2)C2=C1CN(Cc1ccccc1)C2=O (configuration not stated)	.	0.1	63
NNC(=O)c1ccccc1CO	.	0.0	86
CC(=O)c1nn(-c2ccc(Cl)cc2)cc1C(=O)c1ccc(C)cc1	.	1.9	37
Cc1cccnc1Oc1ncccc1N	.	0.6	36
COC(=O)c1ccccc1NC(=O)CC(NCc1ccccc1)C(=O)O (configuration not stated)	.	-0.3	73
Cc1ccc(S(=O)(=O)N(OCc2ccccc2)C(C)C(=O)O)cc1 (configuration not stated)	.	-0.5	55
CC(C)c1cccc(C(C)C)c1OCCCCCN1CCOCC1	.	0.0	51
O=c1o[nH]c(-c2ccccc2)c1-c1ccccc1	.	4.8	57
Cc1cccc(C(=O)NC(C)C2CC3CCC2C3)c1 (configuration not stated)	.	-0.6	37
C=CCOc1ccccc1/C=c1\sc2nc(-c3oc4ccccc4c3C)nn2c1=O	.	0.0	57
O=C(Nc1ccc(Nc2ccccc2)cc1)c1ccc(Cl)cc1Cl	.	5.1	45
CCC/C=C(\CCC)C(NC(=O)c1ccc(C(F)(F)F)cc1)c1ccccc1 (configuration not stated)	.	-3.4	83
CCOc1nc(-c2ccccc2)ncc1Oc1ccccc1	.	7.0	46
COC(=O)CCC(=O)OC1(C)C(=O)C=C2C=C(C3CC3)N(c3ccc(CO)cc3)C=C2C1=O (configuration not stated)	.	2.4	88
O=C1[C@H]2[C@H](C=CC[C@H]2C(=O)N2CCOCC2)CCN1Cc1ccc(Cl)c(Cl)c1	.	1.0	95
CCOC(=O)c1cnn(-c2ncnc3c2cnn3Cc2ccccc2)c1N	.	-0.1	69
NS(=O)(=O)c1cnccc1NCCc1ccccc1	.	2.5	36
CC(C)CC1NC(=O)c2ccc(Cl)cc2-n2c1nc1cc(F)ccc1c2=O (configuration not stated)	.	-0.4	59
O=C1NC(Cc2ccccc2)c2nc3ccc(Cl)cc3c(=O)n2-c2ccc(Cl)cc21 (configuration not stated)	.	-0.2	37
CN1CCN(S(=O)(=O)c2ccc(N(C)CC(=O)Nc3ccc(F)cc3)nc2)CC1	.	-1.0	89
Cc1cc(S(=O)(=O)Nc2ccc(C(=O)NCC3CCCO3)cc2)ccc1F (configuration not stated)	.	0.4	54
Cc1nn2c(=O)nc3sc4c(c3c2[nH]c1=O)CCCC4	.	0.1	38
CNC(C)C#Cc1ccc2sc3cc(OC)c(OC)cc3c(=O)c2c1 (configuration not stated)	.	5.7	113
O=C(O)C(F)=C1c2ccccc2-c2ccccc21	.	-0.5	52
Cc1ccc(S(=O)(=O)Nc2ccc3cn[nH]c3c2)cc1C	.	1.3	48
CCCCc1c(O)c2cccc3c2n(c1=O)CCC3	.	-0.7	42
COc1ccc(OC)c(-c2cc(C(=O)Nc3ccccc3C(N)=O)c3ccccc3n2)c1	.	2.7	38
O=C(O)c1ccc[n+](Cc2ccc([N+](=O)[O-])cc2)c1	.	-0.4	62
Cc1ccccc1N=Nc1c(O)[nH]c2ccccc12	.	0.1	33
COc1ccc(OC)c2sc(N(CCCN(C)C)C(=O)c3ccc(S(=O)(=O)N4CCc5ccccc5C4)cc3)nc12	.	1.5	22
COC(=O)CCC(=O)OC1(C)C(=O)C=C2C=C(C3CC3)OC=C2C1=O (configuration not stated)	.	-1.2	95
O=C(Nc1ccccc1-c1nnn(CC(=O)N2CCCc3ccccc32)n1)c1cccc(Cl)c1	.	1.4	55
CN(Cc1ccccc1)C(=O)Nc1ccc(Cl)cc1	.	-0.4	69
O=C([O-])c1cc(-c2ccccc2)cc(-c2ccccc2)[n+]1Cc1ccccc1	.	1.3	107
C#CCOCCOCCOCCNc1nc(N2CCN(C(=O)CCCCCCCCCCNC(=O)[C@H]([C@@H](C)CC)n3cc(CCCCCN)nn3)CC2)nc(N2CCN(C(=O)CCCCCCCCCCNC(=O)[C@@H]([C@H](C)CC)n3cc(CCCCCN)nn3)CC2)n1	.	5.2	48
CCOC(=O)C1=C(C)NC(C)=C(C(=O)OCC)C1c1nc2ccccc2[nH]1	.	-0.8	52
COc1cc(Br)cc(C(c2c(C)n(C)n(-c3ccccc3)c2=O)c2c(C)n(C)n(-c3ccccc3)c2=O)c1O	.	0.0	52
Brc1ccc(COc2cccc3cccnc23)cc1	.	0.5	51
O=C(N/N=C\c1ccccc1)c1cccc(C(=O)N/N=C\c2ccccc2)n1	.	-0.9	40
C=C[C@H]1[C@H](OC2OC(CO)C(O)C(O)C2O)OC=C(C(=O)OC)[C@H]1C[C@H]1CC(=O)C[C@H](CC(=O)CCc2ccc(O)cc2)O1 (some centres not stated)	.	-0.2	74
O=C1N[C@@H](Cc2cn(S(=O)(=O)c3c(F)c(F)c(F)c(F)c3F)c3ccccc23)C(=O)N[C@H]1Cc1ccccc1	.	5.1	92
NS(=O)(=O)c1ccc(CCNC(=O)COC(=O)/C=C/c2cc(Br)ccc2F)cc1	.	0.8	39
O=C(OC1CO[C@H]2O[C@@H]1[C@H](OC(=O)c1ccccc1)[C@H]2OC(=O)c1ccccc1)c1ccccc1 (some centres not stated)	.	0.1	42
CC(C)[C@@]1(c2ccc(Cl)cc2)ON(c2ccccc2C(F)(F)F)C1=O	.	-0.7	46
Cc1c(N)ccc(-n2nc3ccccc3n2)c1C	.	2.1	53
COc1ccccc1N1CCN(C(=O)C2CC2)CC1	.	-0.6	51
COc1ccc(CC(=O)NC(=S)Nc2cccc(CO)c2)cc1	.	0.9	63
COC(=O)c1nc(-c2ccccc2)nc(-c2ccccc2)c1C(=O)OC	.	3.3	50
O=C1c2ccccc2NC(c2ccc(Br)s2)N1O (configuration not stated)	.	-0.4	45
CCCCOC(=O)c1ccc(NC(=O)c2c(N)n(C)c(=O)[nH]c2=O)cc1	.	7.2	51
O=C1N[C@H](Cc2ccccc2)C(=O)N[C@H]1Cc1cn(S(=O)(=O)c2ccccc2)c2ccccc12	.	3.4	75
O=C(Nc1ccccc1F)c1ccccc1C(=O)Nc1ccccc1F	.	-0.6	59
N#CCC(=O)Nc1ccc(C(=O)NNC(=S)NC2CCCCC2)cc1	.	0.9	53
O=[N+]([O-])c1ccc(COP(=O)(O)OCc2ccc([N+](=O)[O-])cc2)cc1	.	0.4	54
Cc1ccccc1CN(c1ccc(C(=O)N2CCN(C)CC2)cc1)S(C)(=O)=O	.	1.1	45
O=C(Nc1cccc2cccnc12)c1ccccc1Cl	.	0.7	49
COc1cccc(C(=O)OCC(=O)N2CCc3ccccc3C2)c1OC	.	-1.5	48
CCOC(=O)c1c2c(n(C)c1COC)C(=O)C(=O)c1ccc(Br)cc1-2	.	2.1	85
The list goes on:
SMILES	K1F lysis inhibition	NTR1 ag	NTR1 ag cell count 20 µM
O=C(NCc1ccc(Cl)c(Cl)c1)C1CCCC1	.	-0.8	41
Brc1ccccc1CN1CCN(Cc2c[nH]c3ccccc23)CC1	.	5.3	48
O=C(Nc1ccc(Br)c(Br)c1)C1CCCO1 (configuration not stated)	.	-1.3	46
CCOC(=O)CN1C(=O)S/C(=C\c2ccc(-c3cccc(C(=O)O)c3C)o2)C1=O	.	-1.2	57
N#C/C(=C\c1cccc2ccccc12)c1nn(-c2ccccc2)c(N)c1C#N	.	8.8	46
COC(=O)CCCC1=CC2=CC(=O)C(C)(OC(=O)c3ccc(Cl)nc3)C(=O)C2=CO1 (configuration not stated)	.	-1.8	85
Cc1ccc(Nc2ccncc2S(N)(=O)=O)cc1	.	-0.6	47
CC1(OC(=O)c2cccs2)C(=O)C=C2C=C(c3ccsc3)OC=C2C1=O (configuration not stated)	.	-4.0	66
C#CCOCCOCCOCCNc1nc(N2CCN(C(=O)C([C@@H](C)CC)n3cc(C(N)COC(=O)C(F)(F)F)nn3)CC2)nc(N2CCN(C(=O)C([C@@H](C)CC)n3cc(C(N)CC(C)C)nn3)CC2)n1 (some centres not stated)	.	-0.2	92
COc1ccc(NS(=O)(=O)c2ccc(NC(C)=O)cc2)nn1	.	0.1	43
COc1ccc(NC(=S)N2CCN(C)CC2)cc1	.	2.0	59
Cc1ccc(Cn2c(C(C)Nc3nc(C)cs3)nc3cc(Cl)c(Cl)cc32)cc1 (configuration not stated)	.	6.3	88
O=C1c2ccccc2CSc2c(O)cccc21	.	-0.9	41
CCOC(=O)C1=C(C)NC(C)=C(C(=O)OCC)C1c1ccccc1/C=C/C(=O)OC(C)(C)C	.	47*	43*
Cn1c(SCC(=O)Nc2ccc(N3CCOCC3)c(Cl)c2)nnc1-c1ccccc1	.	1.3	60
Cc1cc(C)c2c(N)c(C(=O)Nc3ccccc3Cl)sc2n1	.	0.8	60
COc1ccc2nc(Nc3nc(CSc4nc5ccccc5s4)cc(=O)[nH]3)nc(C)c2c1	.	3.2	60
Cn1c(=O)c2c(-c3ccccc3)n3c4ccccc4ncc3c2n(C)c1=O	.	1.8	39
CSc1ccc(C2NN=C(c3ccccc3)S2)cc1 (configuration not stated)	.	-0.7	46
CC1(C)C2CC[C@]3(C)C(CC=C4[C@@H]5C[C@@](C)(CO)CC[C@]5(C(=O)O)CC[C@]43C)[C@@]2(C)CC[C@@H]1O (some centres not stated)	.	1.8	84
N#CCC(=O)N1CCN(Cc2ccc3c(c2)OCO3)CC1	.	-0.8	44
O=C1CCCN1CC(O)CS(=O)(=O)Cc1ccc(Cl)cc1 (configuration not stated)	.	0.5	46
O=C(O)c1cc(O)c2c(c1)[C@@H]([C@H]1c3cc(C(=O)O)cc(O)c3C(=O)c3c(O[C@@H]4O[C@H](CO)[C@@H](O)[C@H](O)[C@H]4O)cccc31)c1cccc(O[C@@H]3O[C@H](CO)[C@@H](O)[C@H](O)[C@H]3O)c1C2=O	.	2.5	56
O=C(CC1CCC1)Nc1cccc2c([N+](=O)[O-])cccc12	.	0.1	55

Grouped by structure, those above with a Cl atom (15)
SMILES	K1F lysis inhibition	NTR1 ag	NTR1 ag cell count 20 µM
CC(=O)c1nn(-c2ccc(Cl)cc2)cc1C(=O)c1ccc(C)cc1	.	1.9	37
O=C(Nc1ccc(Nc2ccccc2)cc1)c1ccc(Cl)cc1Cl	.	5.1	45
O=C1[C@H]2[C@H](C=CC[C@H]2C(=O)N2CCOCC2)CCN1Cc1ccc(Cl)c(Cl)c1	.	1.0	95
CC(C)CC1NC(=O)c2ccc(Cl)cc2-n2c1nc1cc(F)ccc1c2=O (configuration not stated)	.	-0.4	59
O=C1NC(Cc2ccccc2)c2nc3ccc(Cl)cc3c(=O)n2-c2ccc(Cl)cc21 (configuration not stated)	.	-0.2	37
O=C(Nc1ccccc1-c1nnn(CC(=O)N2CCCc3ccccc32)n1)c1cccc(Cl)c1	.	1.4	55
CN(Cc1ccccc1)C(=O)Nc1ccc(Cl)cc1	.	-0.4	69
CC(C)[C@@]1(c2ccc(Cl)cc2)ON(c2ccccc2C(F)(F)F)C1=O	.	-0.7	46
O=C(Nc1cccc2cccnc12)c1ccccc1Cl	.	0.7	49
O=C(NCc1ccc(Cl)c(Cl)c1)C1CCCC1	.	-0.8	41
COC(=O)CCCC1=CC2=CC(=O)C(C)(OC(=O)c3ccc(Cl)nc3)C(=O)C2=CO1 (configuration not stated)	.	-1.8	85
Cc1ccc(Cn2c(C(C)Nc3nc(C)cs3)nc3cc(Cl)c(Cl)cc32)cc1 (configuration not stated)	.	6.3	88
Cn1c(SCC(=O)Nc2ccc(N3CCOCC3)c(Cl)c2)nnc1-c1ccccc1	.	1.3	60
Cc1cc(C)c2c(N)c(C(=O)Nc3ccccc3Cl)sc2n1	.	0.8	60
O=C1CCCN1CC(O)CS(=O)(=O)Cc1ccc(Cl)cc1 (configuration not stated)	.	0.5	46

Compound activity deposited in PubChem by several laboratories.
